From PubChem
MITF primary = human MITF inhibition, primary screen; inhibition, % at 2.6 µM; 650,000 tested, 0.91% active; O75030; AlphaScreen MITF homodimerization, bead proximity signal; AID 1259374; in the data active means inhibition above about 50%;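 further: 0% = vehicle wells with protein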
TEAD-YAP block = TEAD-YAP interaction inhibition; HEK-TIYL cells, TEAD-Gal4/YAP UAS-luciferase luminescence; inhibition, % at 9.12 µM; 640,000 tested, 1.4% active; in the data active means inhibition above about 32%;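 further: 0% = median of test compound wells and 100% = reference inhibitor wells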
GPR151 activ = activates the human receptor GPR151 | PathHunter beta-arrestin GPR151 cells, luminescence | activation, % at 11.2 µM | 650,000 tested, 1% active | AID 1508602; in the data active means activation above about 4.9%;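 further: 0% = median of compound wells and 100% = cells with positive control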
FBW7 act = human FBW7 E3 ligase activation, primary screen; AID 1259310; 650,000 tested, 0.13% active; normalized activity (activation), % at 26.1 µM; Q969H0; AlphaScreen FBW7–phospho-cyclin E peptide binding, activator screen; in the data active means normalized activity above about 1.9%;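 further: purified mutant Fbw7 with reduced substrate affinity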
Target sequence (Q969H0 whole entry, looked up): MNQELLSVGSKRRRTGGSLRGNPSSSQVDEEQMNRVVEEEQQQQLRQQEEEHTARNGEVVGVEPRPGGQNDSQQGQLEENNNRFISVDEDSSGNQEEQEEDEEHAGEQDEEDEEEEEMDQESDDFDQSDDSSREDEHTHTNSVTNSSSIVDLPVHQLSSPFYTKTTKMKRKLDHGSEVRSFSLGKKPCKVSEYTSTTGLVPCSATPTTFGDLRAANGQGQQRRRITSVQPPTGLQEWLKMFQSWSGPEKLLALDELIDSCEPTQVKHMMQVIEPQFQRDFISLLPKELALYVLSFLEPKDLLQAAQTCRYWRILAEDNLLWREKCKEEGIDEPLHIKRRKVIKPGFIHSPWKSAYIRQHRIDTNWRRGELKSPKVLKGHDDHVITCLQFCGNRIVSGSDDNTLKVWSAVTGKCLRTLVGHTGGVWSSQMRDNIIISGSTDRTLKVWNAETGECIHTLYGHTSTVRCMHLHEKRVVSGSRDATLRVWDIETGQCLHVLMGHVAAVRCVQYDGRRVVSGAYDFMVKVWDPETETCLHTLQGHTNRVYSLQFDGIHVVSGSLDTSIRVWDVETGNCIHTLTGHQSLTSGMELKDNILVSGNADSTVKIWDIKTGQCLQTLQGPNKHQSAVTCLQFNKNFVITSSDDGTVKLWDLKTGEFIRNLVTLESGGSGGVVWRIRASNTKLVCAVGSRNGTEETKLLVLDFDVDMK
The depositor's hits bear a star. Hits appear at their usual frequency. Share with any hit: about 3.4%.

entry	canonical_smiles	MITF primary	TEAD-YAP block
1	Cc1ccc(N=C2NC(=O)C(CO)(CO)S2)cc1	5	1
2	CCOC(=O)N1CCN(c2ncnc3scc(-c4ccccc4)c23)CC1	15	7
3	Nc1cccc(-c2nccc(NCCCN3CCCC3=O)n2)c1	22	-20
4	CC(=O)c1cccc(NC(=O)CCC(=O)OCC(=O)c2ccc(Cl)c([N+](=O)[O-])c2)c1	10	-5
5	C/C(=N\NP1(=O)C=C(c2ccccc2)OC(c2ccccc2)=C1)c1ccccc1	25	-1
6	CCNc1nc(NCC)nc(OCCOC(=O)c2ccccc2)n1	11	-1
7	O=C(NC(NCC12CC3CC(CC(C3)C1)C2)(C(F)(F)F)C(F)(F)F)c1ccccc1F	14	3
8	CCCCn1nnc(NC(=O)c2ccco2)n1	-3	-28

entry	GPR151 activ	FBW7 act
1	0.5	0.2
2	-1.1	0.0
3	1.1	0.0
4	-2.5	0.3
5	-0.6	0.8
6	0.5	0.0
7	3.8	0.0
8	-0.9	0.2

(more compounds)
entry	canonical_smiles	MITF primary	TEAD-YAP block
9	CCSc1sc(CC)cc1C1C(C(=O)Nc2ccc(F)cc2F)=C(C)NC2=C1C(=O)CCC2 (stereo not drawn)	-3	2
10	COc1ccccc1CCNC(=O)C1CC12CCN(C1CCC1)CC2 (stereo not drawn)	-1	-6
11	Cc1ccc(-c2nnc(-c3ccc([N+](=O)[O-])cc3)o2)cc1[N+](=O)[O-]	-15	-5
12	CC(C)CCN(CCC(C)C)C(=O)Cc1c(O)c2ccccc2[nH]c1=O	13	-1
13	O=C(Nc1ccccc1Br)C1CCN(S(=O)(=O)c2ccc(F)cc2)CC1	-6	9
14	COc1ccc(CN2CC(C(=O)NCCCOC(C)C)CC2=O)cc1 (stereo not drawn)	0	6
15	Nc1cc(C(=O)c2ccccc2)ccc1[N+](=O)[O-]	0	-8
16	CCOc1ccccc1N/C(SCc1cccc(F)c1)=C(/C#N)C(=O)NCc1ccccc1	5	1

entry	GPR151 activ	FBW7 act
9	-0.1	0.1
10	0.3	0.0
11	1.8	0.0
12	0.5	-0.1
13	0.5	0.1
14	0.6	-0.2
15	1.5	-0.1
16	0.2	-0.1

The list goes on:
entry	canonical_smiles	MITF primary	TEAD-YAP block
17	CC(C)Cc1ccc(S(=O)(=O)n2cc([N+](=O)[O-])cn2)cc1	-6	-1
18	COc1cccc(NC(=O)CSc2nnc3scc(-c4ccccc4)n23)c1	17	1
19	COc1ccccc1CN1CCN(CC2CC3C=CC2C3)CC1 (stereo not drawn)	69*	9
20	O=C(Nc1ccnn1C1CCN(Cc2nc3c(s2)CCCC3)CC1)C1CC1	8	17
21	O=S(=O)(N=S(N1CCOCC1)N1CCOCC1)c1ccccc1	9	-7
22	Cc1cc(C)c(NC(=O)C(C)C)c(C)c1	-9	0
23	Cc1ccc2c(CNCC(C)c3ccccc3)c(C(=O)O)n(C)c2c1 (stereo not drawn)	5	9
24	CCOC(=O)N1CCC(N2C(=O)c3ccc(C(=O)NCc4ccco4)cc3C2=O)CC1	2	0

entry	GPR151 activ	FBW7 act
17	-0.4	-0.1
18	-0.3	0.2
19	0.2	-0.2
20	0.5	0.0
21	-0.9	0.0
22	-1.0	-0.1
23	-0.6	0.0
24	0.7	-0.1

Remaining list, next part.
entry	canonical_smiles	MITF primary	TEAD-YAP block
25	O=C(Nc1nnc(-c2ccc(Cl)s2)o1)c1ccc([N+](=O)[O-])o1	3	6
26	CC(=O)Nc1cnn(Cc2ccc(Br)cc2)c1	8	2
27	O=C(O)[C@H]1CN(C(=O)c2cccs2)C[C@@H]1c1ccccc1F	-8	-5
28	CC(C)(C)c1ccc(S(=O)(=O)N2CCSCC2)cc1	7	-1
29	COC(=O)c1cccn2c(Cl)c(-c3ccc(F)cc3)nc12	-7	-6
30	Cc1nn(C(C)C(=O)NC2CCCC2)c(=O)c2cc3sccc3n12 (stereo not drawn)	13	-5
31	CCN(CC)Cc1cc(NC2=NS(=O)(=O)c3ccccc32)ccc1OC(=O)c1ccc(OC)cc1	-5	0
32	Cc1sc2ncnc(SCC(=O)N3CCN(C=O)CC3)c2c1C	-7	-3

entry	GPR151 activ	FBW7 act
25	-0.2	-0.1
26	-0.8	-0.1
27	2.0	0.0
28	-0.2	0.0
29	0.2	0.0
30	-1.2	0.2
31	-0.9	-0.2
32	2.9	-0.1

(further entries)
entry	canonical_smiles	MITF primary	TEAD-YAP block
33	O=C1C2C(c3ccccc3)C=CC(c3ccccc3)C2C(=O)N1c1ccccc1O (stereo not drawn)	-6	6
34	Cc1c(C2=N/C(=C/c3cccc(F)c3)C(=O)O2)cccc1[N+](=O)[O-]	14	-2
35	COC(=O)c1cc(-c2ccc(C)cc2)c2c(=O)[nH]c(=O)n(C)c2n1	1	-20
36	CC(NCc1ccccc1O)c1ccccc1 (stereo not drawn)	6	8
37	COc1cccc(C(=O)Oc2c(Sc3ccccc3[N+](=O)[O-])c(C)nn2C(C)(C)C)c1OC	15	27
38	COc1ccc(-c2noc(CN(C(=O)c3ccc(Br)cc3)C(C)C)n2)cc1	7	-11
39	O=C(O)CCCNC(=O)c1ccc(Cl)cc1	-15	-1
40	CC1=C(C(=O)OCCC(C)C)C(c2ccc3c(c2)OCO3)NC(=O)N1 (stereo not drawn)	8	3

entry	GPR151 activ	FBW7 act
33	0.2	-0.1
34	0.7	0.2
35	-1.2	0.1
36	-0.3	0.3
37	0.2	-0.2
38	1.0	-0.1
39	0.1	-0.2
40	-1.0	-0.2

Molecules above with an NH in an aromatic ring:
entry	canonical_smiles	MITF primary	TEAD-YAP block
12	CC(C)CCN(CCC(C)C)C(=O)Cc1c(O)c2ccccc2[nH]c1=O	13	-1
35	COC(=O)c1cc(-c2ccc(C)cc2)c2c(=O)[nH]c(=O)n(C)c2n1	1	-20

entry	GPR151 activ	FBW7 act
12	0.5	-0.1
35	-1.2	0.1

Following part:
entry	canonical_smiles	MITF primary	TEAD-YAP block
41	O=C(O)CC(CN1C(=O)C(=O)/C(=C(/O)c2ccc(Cl)cc2)C1c1ccc(Cl)cc1)c1ccccc1 (stereo not drawn)	17	2
42	O=C(O)c1ccccc1-c1cc(C(=O)O)c2cc(Br)ccc2n1	1	11
43	CN(C(=O)Cn1c(=O)c2ccccc2n(C)c1=O)C1CCCCC1	11	-6
44	COCCCNC(=O)CC(NS(=O)(=O)c1ccc(OC)cc1)c1ccc(OC)cc1 (stereo not drawn)	6	-10
45	CCCN(CCC)CCNc1c(N2CCN(C(=O)OCC)CC2)c(=O)c1=O	-4	0
46	CCOc1cccc(NC(=O)C2CC(=O)N(CC)C(=Nc3ccc(OC)cc3)S2)c1 (stereo not drawn)	-4	16
47	Cc1ccc(S(=O)(=O)c2c(O)cc(C)c(NS(=O)(=O)c3ccc(Br)cc3)c2C)cc1	63*	1
48	CCOC(=O)Cn1c(=NC(=O)C(C)(C)C)sc2cc(F)ccc21	-3	-9

entry	GPR151 activ	FBW7 act
41	2.0	-0.1
42	-0.7	-0.1
43	1.4	0.0
44	-1.0	0.1
45	1.0	-0.2
46	0.8	0.0
47	-1.0	0.0
48	-1.4	-0.1

Additional records.
entry	canonical_smiles	MITF primary	TEAD-YAP block
49	CCCC[C@@]1(C2CCCC2)Cc2cc(OCC(=O)O)c(Cl)c(Cl)c2C1=O	7	-4
50	COc1ccc(Br)cc1CN(C)C(=O)c1ccc(NC(=O)CC#N)cc1	-3	2
51	COc1cccc(-c2nc3ccccc3c(=O)n2NC(=O)/C(C)=C/c2ccccc2)c1	5	1
52	COc1ccc(Br)cc1C1SCCN1S(=O)(=O)c1ccc(-c2ccccc2)cc1 (stereo not drawn)	7	8
53	COc1ccc(NC(=O)CN(c2cccc(C)c2C)S(=O)(=O)c2ccccc2)cc1OC	7	5
54	COc1cc2c(cc1OC)C(C1=NC(C)(C)Cc3ccccc31)=NC(C)(C)C2	-9	5
55	O=C(c1ccccc1)N1CCCc2cc(NS(=O)(=O)Cc3ccccc3)ccc21	-5	-6
56	COc1ccc(NC(=O)CC(C(=O)O)N2CCCCC2)cc1 (stereo not drawn)	18	0

entry	GPR151 activ	FBW7 act
49	1.4	0.0
50	1.7	-0.3
51	-0.8	-0.2
52	1.5	0.1
53	-0.1	-0.1
54	-1.3	0.0
55	0.0	0.1
56	0.0	0.2

(list continues)
entry	canonical_smiles	MITF primary	TEAD-YAP block
57	Cc1cccn2c(CN3CCCC3)c(C(=O)N(C)CCc3ccccc3)nc12	7	-3
58	O=C(NCc1ccccc1Cl)C(=O)Nc1nccs1	7	6
59	O=[N+]([O-])c1nn(-c2ccc(Cl)cc2)[n+]([O-])c1N1CCCCCC1	34	-11
60	O=C(O)CC1(CC(=O)N2CCN(c3ccccc3O)CC2)CCCC1	-1	2
61	COc1ccc(Br)cc1CNC(=O)Cn1c(=O)c2cccn2c2cccnc21	-5	6
62	COc1ccc(/C=C(/C#N)C(=O)Nc2cccc(Br)c2)cc1[N+](=O)[O-]	10	1
63	O=C(O)CCN1C(=O)/C(=C\c2ccccn2)SC1=S	8	26
64	O=C(Nc1cccc2ccccc12)C1C2CC/C=C\CC/C=C/CCC21 (stereo not drawn)	6	-2

entry	GPR151 activ	FBW7 act
57	-0.6	0.0
58	-0.5	0.2
59	1.9	-0.3
60	-0.3	0.0
61	0.1	0.0
62	-0.6	0.0
63	1.4	0.0
64	-0.4	0.1

Further compounds follow.
entry	canonical_smiles	MITF primary	TEAD-YAP block
65	O=C(O)CCc1nc2sc3c(c2c(=O)n1CC1CCCO1)CCCC3 (stereo not drawn)	11	-4
66	FC(F)(F)c1cccc(N2C(=S)N=C(Nc3ccccc3)C23CCCCC3)c1	21	6
67	COC(=O)CNC(=O)C1CCN(c2nccc(C)n2)CC1	4	-8
68	CC(=O)c1nn(-c2ccc(Br)cc2)c(=Nc2cccc3ccccc23)s1	2	-1
69	O=C1OC(c2ccc(Cl)c(Cl)c2)=N/C1=C\c1cccs1	1	11
70	CC(NC(=O)/C(=C/c1ccco1)NC(=O)c1cccc([N+](=O)[O-])c1)C(=O)O (stereo not drawn)	12	-4
71	Cc1ccc(Cl)cc1-n1c(C)c(C)n2c3c(=O)n(CC(N)=O)c(=O)n(C)c3nc12	0	-4
72	Cc1cc(C(F)(F)F)nc(SCC(=O)Nc2ccccc2)c1C#N	-3	-19

entry	GPR151 activ	FBW7 act
65	-0.9	0.1
66	1.3	0.1
67	-0.6	-0.2
68	0.2	-0.2
69	-1.4	0.0
70	-1.4	0.1
71	0.0	0.0
72	2.1	0.0

(further entries)
entry	canonical_smiles	MITF primary	TEAD-YAP block
73	O=C(Nc1ccc2oc(-c3cccnc3)nc2c1)c1cccnc1	1	0
74	Cc1ccc(S(=O)(=O)N2C(=O)CCC2C(=O)O/N=C(\N)c2ccc([N+](=O)[O-])cc2)cc1 (stereo not drawn)	-9	-6
75	O=C(CS(=O)(=O)c1ccccc1)Nc1nc2ccc([N+](=O)[O-])cc2s1	3	-9
76	Cn1c(=O)[nH]c(=O)c2c1nc(N1CCOCC1)n2CCCOc1ccccc1	0	1
77	Cn1c(C2CC(=O)N(c3cccc(C(F)(F)F)c3)C2)nc2ccccc21 (stereo not drawn)	-11	-5
78	N#C/C(=C/Nc1ccc(C(N)=O)cc1)c1nc(-c2cccc([N+](=O)[O-])c2)cs1	1	-1
79	COc1cc(/C=C(\C#N)c2nc3ccccc3n2C)cc(OC)c1OC	-2	6
80	Cc1ccc(C)n1-c1c(C)n(C)n(-c2ccccc2)c1=O	-7	5

entry	GPR151 activ	FBW7 act
73	0.8	-0.1
74	1.3	0.3
75	1.9	0.1
76	-0.8	-0.2
77	1.3	-0.1
78	0.4	-0.1
79	0.7	0.3
80	-2.4	-0.2

Next part
entry	canonical_smiles	MITF primary	TEAD-YAP block
81	Cc1cc(C)n(CC(O)COc2ccc(C(C)(C)C)cc2)n1 (stereo not drawn)	-9	-2
82	C=CCNC(=O)CCCc1nc(-c2ccc(Cl)cc2)no1	1	6
83	Cn1c(N)c(S(=O)(=O)N2CCN(c3cccc(Cl)c3)CC2)c(=O)n(C)c1=O	8	5
84	Cc1cc(C)cc(NS(C)(=O)=O)c1	-1	4
85	CSc1ccc(-c2ccc3c(c2)CC(CNC(=O)[C@H](CC(C)C)NC(C)=O)O3)cc1 (stereo partly drawn)	-6	0
86	COc1ccc(OC)c(-c2cc(C(=O)Nc3ccc(C)cc3)no2)c1	10	1
87	Cc1ccc(OCC(=O)Nc2ccc(S(=O)(=O)N3CCCC3)cc2)c(Br)c1	-10	-4
88	Cc1ccc(-c2nc3cc(Cl)ccc3o2)cc1NC(=O)c1cc(Br)ccc1Cl	21	-2
89	CCOC(=O)/C(C(N)=NCc1ccccc1)=C(/O)c1ccccc1	-3	2
90	Cc1ccc(NC(=O)/C(C#N)=C\c2ccc([N+](=O)[O-])o2)cc1	10	4
91	CC1(C)CC(=O)C2=C(C1)Nc1c(c(=O)[nH]c(=O)n1Cc1ccccc1)C2c1ccccc1 (stereo not drawn)	9	6

entry	GPR151 activ	FBW7 act
81	1.8	-0.1
82	-1.4	0.0
83	0.4	0.2
84	0.5	0.0
85	1.2	-0.1
86	0.3	0.6
87	4.5	-0.1
88	-2.2	0.7
89	-0.1	0.0
90	3.5	-0.3
91	0.2	0.2

An excerpt of these results, with each value named:
(83) Cn1c(N)c(S(=O)(=O)N2CCN(c3cccc(Cl)c3)CC2)c(=O)n(C)c1=O
  MITF primary: 8; TEAD-YAP block: 5; GPR151 activ: 0.4; FBW7 act: 0.2

(84) Cc1cc(C)cc(NS(C)(=O)=O)c1
  MITF primary: -1; TEAD-YAP block: 4; GPR151 activ: 0.5; FBW7 act: 0.0
